Screens from PubChem BioAssay.
H1N1 NS1A inhibition = H1N1 influenza NS1A inhibitors, functional cell based assay (AID 504329); NS1A functional cell-based assay, percent inhibition; higher % means a stronger effect; one-dose inhibition, % at 12.5 µM; IC50 in µM for titrated hits; actives 0.3% (n = 340,000); in the data active = a potency from the dose series; inconclusive = inhibition above about 27% without an active follow-up result; also: strong numbers were not always called active
inhibitors of VEEV = inhibitors of VEEV TC-83 cytopathic effect, confirmation, Vero cells (AID 588727); Vero cells, VEEV TC-83 cytopathic effect inhibition; higher % means a stronger effect; actives 0.13% (n = 350,000); inhibition, % at 20 µM, or IC50 in µM where a hit was titrated; in the data active = a potency from the dose series; inconclusive = inhibition mostly from about 14% at the one dose, without a potency; inactive = the rest, 99 in 100 with inhibition below about 12%; also: strong numbers were not always called active
tuberculosis growth = growth inhibition of non-replicating M. tuberculosis (AID 488890); Mycobacterium tuberculosis non-replicating, growth inhibition; higher % means a stronger effect; actives 0.39% (n = 320,000); one-dose inhibition, % at 25 µM; IC50 in µM for titrated hits; in the data active = a potency from the dose series; inconclusive = inhibition mostly from about 82% at the one dose, without a potency; inactive = the rest, 99 in 100 with inhibition below about 76%;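 also: plate controls were DMSO cells for no effect and high antibiotic wells for full effect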
M. tuberculosis HTS = M. tuberculosis growth inhibition, HTS (AID 449762). M. tuberculosis H37Rv growth inhibition, 7H9 media; higher % means a stronger effect. inhibition, % at 25 µM, or IC50 in µM where a hit was titrated. actives 0.59% (n = 330,000); in the data active = a potency from the dose series; inconclusive = inhibition above about 70% without an active follow-up result;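 also: bacterial growth assessed after seven days of incubation; strong numbers were not always called active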
Salmonella PhoP GFP = PhoP regulon inhibitors, Salmonella typhi PhoP promoter GFP reporter, confirmatory (AID 1850); Salmonella Typhi PhoP-promoter GFP reporter, fluorescence, 4 h; higher % means a stronger effect; inhibition, % at 50 µM; hits with a dose series show IC50 in µM; actives 0.33% (n = 310,000); in the data active = a potency from the dose series; inconclusive = inhibition mostly from about 25% at the one dose, without a potency; inactive = the rest, 99 in 100 with inhibition below about 19%;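 also: 0% = induced wells with vehicle and 100% = uninduced wells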
inhibitors of VEEV 10K pilot screen = second read-out of inhibitors of VEEV, no call of its own (marks repeat the call); inhibition, %; measured here: 10K pilot screen inhibition
* marks the source's active call; other numbers are inactive results; i = inactive; ? = inconclusive; / = not tested or not shown. An unsorted share of the library. Share with any hit: about 1.5%.

The first 4 entries, ahead of the listing:
SMILES	H1N1 NS1A inhibition	inhibitors of VEEV	tuberculosis growth	M. tuberculosis HTS	Salmonella PhoP GFP	others
Cc1ccccc1-c1nnn(CC(=O)Nc2ccc3c(c2)OCCO3)n1	-3.6%	1.5%	-6.1%	-1.6%	-19.6%
CC1CC(C)(C)CC2(C1)NC(=O)N(CC(=O)N1CCN(S(=O)(=O)c3ccc(F)c(F)c3F)CC1)C2=O (stereo not given)	-7.9%	i	/	/	/
CC(NC(=O)c1ccccc1)C(c1cccs1)N1CCOCC1 (stereo not given)	-3.9%	1.8%	0.4%	1.6%	-1.4%
S=C(NCCSCc1ccc(Cl)cc1Cl)Nc1ccccc1	1.9%	i	?	?	4.2%

All compounds of this part, from the first entry:
SMILES	H1N1 NS1A inhibition	inhibitors of VEEV	tuberculosis growth	M. tuberculosis HTS	Salmonella PhoP GFP	others
Cc1ccccc1-c1nnn(CC(=O)Nc2ccc3c(c2)OCCO3)n1	-3.6%	1.5%	-6.1%	-1.6%	-19.6%
CC1CC(C)(C)CC2(C1)NC(=O)N(CC(=O)N1CCN(S(=O)(=O)c3ccc(F)c(F)c3F)CC1)C2=O (stereo not given)	-7.9%	i	/	/	/
CC(NC(=O)c1ccccc1)C(c1cccs1)N1CCOCC1 (stereo not given)	-3.9%	1.8%	0.4%	1.6%	-1.4%
S=C(NCCSCc1ccc(Cl)cc1Cl)Nc1ccccc1	1.9%	i	?	?	4.2%
CCOc1ccc2ccccc2c1/C=N/NC(=O)CNC(=O)Cc1ccccc1	1.1%	0.0%	-2.9%	1.3%	-3.0%
COc1ccccc1C(=O)COC(=O)CSC(C)C(=O)Nc1cc(C)on1 (stereo not given)	-6.3%	0.1%	2.2%	2.1%	-6.6%
O=C(CSc1nc2cccnc2n1Cc1ccccc1)NC1CCCCC1	7.8%	1.4%	15.0%	-2.1%	-16.2%
Clc1cccc(CSc2nnc(-c3sccc3-n3cccc3)o2)c1	-2.7%	6.1%	-8.0%	9.5%	2.8%
COC(=O)C1=C(C)N=C2SCCC(=O)N2C1c1ccc(C(=O)OC)cc1 (stereo not given)	2.9%	1.8%	4.0%	-11.6%	2.1%
Fc1ccccc1/C=N/Nc1nc(-c2ccccn2)nc2ccccc12	/	/	72.5%	?	-0.6%
O=C(NCC1OCCc2ccccc21)c1ccc(NC(=O)c2ccc(Cl)cc2)cc1 (stereo not given)	-2.7%	0.9%	20.9%	-4.7%	-14.9%
COc1cccc(OCc2cc(C(=O)N3CCN(C(C)=O)CC3)no2)c1	0.3%	1.0%	1.9%	6.0%	-11.8%
COC(=O)c1c(C)[nH]c(C(=O)COC(=O)Cc2ccc3c(c2)OCCO3)c1C	3.4%	4.6%	7.4%	-6.0%	10.6%
CCOC(=O)N1CCN(C(=O)c2cn(C)c3ccc(S(=O)(=O)N4CCC(C)CC4)cc3c2=O)CC1	-9.1%	1.5%	2.3%	4.5%	1.2%
COc1ccc2c(c1OC)C(=O)OC2Nc1nc(-c2ccc(-c3ccccc3)cc2)cs1 (stereo not given)	5.3%	1.9%	1.5%	0.5%	-6.5%	inhibitors of VEEV 10K pilot screen=3.3
COc1cc(OC)c(NC(=O)CCc2ccccc2)cc1Cl	7.5%	7.7%	16.1%	6.7%	1.4%
COc1ccc(C2C(C(N)=O)=C(C)Nc3nc(-c4ccccc4Cl)nn32)c(OC)c1 (stereo not given)	12.1%	1.0%	4.9%	-1.7%	8.0%
CC(/C=C/c1ccccc1)=N/NC(=O)c1cc([N+](=O)[O-])cc([N+](=O)[O-])c1	-9.2%	0.4%	?	53.2%	-8.1%
O=C(CCc1nnc(CCC2CCCCC2)o1)NCCc1ccccn1	-1.2%	0.3%	69.3%	-3.8%	-5.0%
CC(C)(C)C(=O)NC1CCSC1=O (stereo not given)	/	/	39.3%	-4.8%	4.5%
O=[N+]([O-])c1ccc(C(O)CN2CCN(c3ccccc3)CC2)cc1 (stereo not given)	-13.4%	0.1%	0.4%	1.6%	5.9%
CCn1c(Cc2ccc(OC)cc2)nnc1SCC(=O)NC1CC1	2.6%	i	17.1%	7.3%	-7.0%
COc1ccccc1N/C=C/C(=C(C#N)C#N)N(C)C	-1.0%	1.2%	38.6%	?	-3.5%
COc1cc(NC(=O)C2C3C=CC(C3)C2C(=O)O)ccc1NC(=O)c1ccccc1 (stereo not given)	-3.3%	1.4%	1.2%	-2.5%	-8.4%
O=C(NCCN1CCOCC1)c1ccccc1[N+](=O)[O-]	8.9%	i	-3.6%	-8.0%	-4.1%
O=C(NC1CCCC1)C1CCN(C(=O)c2cc(Cl)ccc2Cl)CC1	-10.8%	2.6%	8.4%	-3.1%	-13.2%
Cc1ccc(C(=O)N2C3C=CC(C3)C2(C(F)(F)F)C(F)(F)F)cc1 (stereo not given)	-9.3%	4.7%	-7.2%	-2.6%	-8.3%
N#Cc1c2n(c(=S)n(-c3ccccc3)c1=O)CCCCC2	5.8%	1.0%	-0.1%	-1.7%	-10.9%
Cc1cc(C)nc(SCC(=O)Nc2ccc(S(=O)(=O)Nc3cc(C)on3)cc2)n1	2.9%	1.6%	-0.9%	-8.2%	-3.4%
O=C(COc1ncnc2cc(Cl)ccc12)c1ccc2c(c1)OCCO2	8.4%	i	4.9%	-3.8%	-3.3%

Gathered by group, the compounds so far with a thiophene ring, fused or not (2)
SMILES	H1N1 NS1A inhibition	inhibitors of VEEV	tuberculosis growth	M. tuberculosis HTS	Salmonella PhoP GFP	others
CC(NC(=O)c1ccccc1)C(c1cccs1)N1CCOCC1 (stereo not given)	-3.9%	1.8%	0.4%	1.6%	-1.4%
Clc1cccc(CSc2nnc(-c3sccc3-n3cccc3)o2)c1	-2.7%	6.1%	-8.0%	9.5%	2.8%

(further entries)
SMILES	H1N1 NS1A inhibition	inhibitors of VEEV	tuberculosis growth	M. tuberculosis HTS	Salmonella PhoP GFP	others
CCCNc1ncnc2c1cnn2C1CCCCO1 (stereo not given)	-2.1%	0.0%	/	/	/
COC(=O)c1cn(Cc2c(C)cc(C)cc2C)nn1	21.4%	i	-10.7%	1.9%	-8.1%
COc1ccc2o/c(=N\O)c(C(=O)Nc3ccc(C)cc3)cc2c1	-7.7%	52.5%	/	/	/
COc1ccc(C(=O)NCc2cn3c(C)csc3n2)cc1OC	8.9%	0.4%	2.6%	14.6%	17.6%
COc1ccc(-c2csc(C)n2)cc1	-1.9%	0.9%	9.0%	-3.6%	0.9%
OC(Cc1cccnc1)c1ccccc1 (stereo not given)	-0.1%	0.1%	/	/	/
O=C(O)C1C2C=CC(C2)C1C(=O)Nc1ccc(C(=O)N2CCCCC2)c(Cl)c1 (stereo not given)	3.9%	i	1.5%	-10.4%	-16.1%
CCc1nonc1NC(=O)c1oc2c(C)c(C)ccc2c1C	-10.9%	0.3%	4.2%	9.3%	-2.0%
COc1ccc(C(=O)NC2CCCc3ccccc32)cc1OC1CCN(C(C)=O)CC1 (stereo not given)	4.6%	0.1%	-10.4%	0.4%	-23.2%
CCCCCC(=O)Nc1cc(S(=O)(=O)N2CCOCC2)ccc1N1CCCCC1	-10.6%	2.5%	4.5%	0.7%	6.3%
CCOC(=O)Cn1nc(C)c(NC(=O)c2ccc(Cl)c([N+](=O)[O-])c2)c1C	-3.7%	1.6%	10.1%	7.5%	-15.6%
Cc1ccc(OCCNC(=O)/C=C/c2ccco2)cc1C	7.5%	0.8%	24.2%	-2.2%	-2.6%
CC1=NN(C(N)=S)C(=O)C1N=Nc1ccc(C)cc1C (stereo not given)	/	/	?	?	2.9%
O=C(O)CCCNc1ccc([N+](=O)[O-])c(NCCCC(=O)O)n1	/	i	-12.7%	-0.2%	9.8%
C[C@H](CO)N1C[C@H](C)[C@@H](CN(C)Cc2ccc(C(=O)O)cc2)Oc2c(NC(=O)Cc3ccccc3)cccc2C1=O	-8.4%	2.1%	17.7%	9.1%	/
Cn1cc(S(=O)(=O)CC(=O)Nc2ccc(Br)cc2)c2ccccc21	6.3%	9.3%	/	3.0%	-4.3%
Cc1cccc(Cc2nnc(CCC(=O)N3CCCCC3c3nccs3)o2)c1 (stereo not given)	-0.6%	1.4%	-6.9%	-10.3%	-14.6%
Cc1cc(=O)[nH]c(NN=C2CCC(C(C)(C)C)CC2)n1 (stereo not given)	-11.0%	0.9%	29.4%	1.6%	10.8%
CCCN(CC(=O)Nc1ccc(F)c(F)c1F)C(=O)c1ccc(=O)n(Cc2ccccc2)n1	1.4%	10.0%	14.7%	-0.1%	-2.9%
Cc1cc(S(=O)(=O)Nc2ccc(N3CCOCC3)cc2)ccc1Br	9.9%	1.7%	-3.7%	2.3%	7.5%
Cc1ccccc1CS(=O)(=O)Cc1ccc(C(=O)NCCc2ccccc2)o1	-8.9%	i	14.0%	5.1%	10.3%
Cc1nn(Cc2c(F)c(F)c(F)c(F)c2F)c(C)c1NC(=O)c1ccc(COc2ccccc2Cl)cc1	33.5%	7.3%	/	/	/
CC1(C)[C@@H](O)CC[C@]2(C)[C@H]3C(=O)C=C4[C@@H]5C[C@@](C)(C(=O)O)CC[C@]5(C)CC[C@@]4(C)[C@]3(C)CC[C@@H]12	-1.1%	1.9%	1.6%	-2.6%	-9.6%
O=[N+]([O-])c1ccc(C=NNC(=S)NN=Cc2ccc([N+](=O)[O-])cc2)cc1	4.6%	0.2%	/	/	/
c1ccc(Cn2nnc3ccccc32)cc1	-4.6%	0.2%	24.1%	-1.0%	-5.3%
CC(=O)CSc1ncnc2scc(-c3ccc(F)cc3)c12	-23.3%	i	61.3%	7.8%	4.8%
Cc1sc(NC(=O)c2ccco2)nc1-c1ccccc1	3.7%	6.8%	18.4%	14.9%	-31.6%
CCOc1ccccc1NC(=O)COC(=O)C(CC)c1ccccc1 (stereo not given)	5.1%	0.2%	28.5%	-1.8%	-8.3%
Cc1cccc(NC(=S)NCCc2ccc(F)cc2)c1C	-15.0%	0.3%	71.0%	3.0%	-15.0%
Cc1nc(N2CCC(C)CC2)c2oc3ccccc3c2n1	-7.8%	i	46.7%	24µM*	-27.9%

Reprinted at random: three records from the list, in no set order.
SMILES	H1N1 NS1A inhibition	inhibitors of VEEV	tuberculosis growth	M. tuberculosis HTS	Salmonella PhoP GFP	others
CCn1c(Cc2ccc(OC)cc2)nnc1SCC(=O)NC1CC1	2.6%	i	17.1%	7.3%	-7.0%
S=C(NCCSCc1ccc(Cl)cc1Cl)Nc1ccccc1	1.9%	i	?	?	4.2%
Cc1ccc(OCCNC(=O)/C=C/c2ccco2)cc1C	7.5%	0.8%	24.2%	-2.2%	-2.6%

(cont.)
SMILES	H1N1 NS1A inhibition	inhibitors of VEEV	tuberculosis growth	M. tuberculosis HTS	Salmonella PhoP GFP	others
CCN1C(=O)C2(C(C#N)=C(N)Oc3n[nH]c(COC)c32)c2ccccc21 (stereo not given)	-8.1%	i	6.8%	-8.9%	2.6%
Cc1ccc(NC(=O)N2CCC(C(=O)NCc3ccccc3)CC2)cc1	-75.7%	2.8%	4.4%	-8.3%	-12.1%
CN(C)c1ncc(CN2CCC(CO)(CCCc3ccccc3)CC2)s1	-4.5%	i	-5.0%	-13.0%	2.5%
CC(C)[C@H](NC(=O)C1CCN(S(=O)(=O)c2ccccc2)CC1)C(=O)NCc1ccccn1	-9.5%	3.0%	-9.8%	-8.7%	-1.2%
O=[N+]([O-])/C(Cl)=C1\NCCN1Cc1ccc(Cl)nc1	7.0%	0.5%	-1.8%	-1.6%	-2.7%
C=CCn1c(=O)c2ccccc2n2c(SCC(=O)NCc3cccs3)nnc12	-19.1%	0.5%	-10.0%	-3.8%	-0.3%
O=C(CCN1CCCC1)Nc1ccccc1	7.1%	5.0%	-0.1%	22.9%	-13.1%
CCC(c1nnc(SC(C)C(=O)NC2CC2)n1-c1ccc(OC)cc1)N(C)C (stereo not given)	-10.3%	i	0.7%	-1.8%	/
